# Menin MLL FP TR = qHTS Assay for Inhibitors Targeting the Menin-MLL Interaction in MLL Related Leukemias: Competition With Texas Red Labeled MLL-derived Mutant Peptide; O00255; Menin + Texas Red MLL mutant peptide, fluorescence polarization; Potency, µM (series often up to 61.6 µM), for the others: at the top dose FP activity change, negative = inhibition, most hits filed as inhibitors; actives 0.23% (n = 270,000); AID 1768, 2009; active = well fitted inhibition curve with a large enough effect in the polarisation, with a control signal flat, not every such curve was filed as active; inconclusive = small, poorly fitted or top-dose-only effect, or effect the other way, or a change in a side signal; inactive = no such curve, though single readings can be large or run the other way; the % refers to the polarisation; note: potency is the fitted concentration of half-maximal effect; % of control where 0% means no effect; many of its hits are not listed in these tables
# Target sequence (O00255 whole entry, looked up): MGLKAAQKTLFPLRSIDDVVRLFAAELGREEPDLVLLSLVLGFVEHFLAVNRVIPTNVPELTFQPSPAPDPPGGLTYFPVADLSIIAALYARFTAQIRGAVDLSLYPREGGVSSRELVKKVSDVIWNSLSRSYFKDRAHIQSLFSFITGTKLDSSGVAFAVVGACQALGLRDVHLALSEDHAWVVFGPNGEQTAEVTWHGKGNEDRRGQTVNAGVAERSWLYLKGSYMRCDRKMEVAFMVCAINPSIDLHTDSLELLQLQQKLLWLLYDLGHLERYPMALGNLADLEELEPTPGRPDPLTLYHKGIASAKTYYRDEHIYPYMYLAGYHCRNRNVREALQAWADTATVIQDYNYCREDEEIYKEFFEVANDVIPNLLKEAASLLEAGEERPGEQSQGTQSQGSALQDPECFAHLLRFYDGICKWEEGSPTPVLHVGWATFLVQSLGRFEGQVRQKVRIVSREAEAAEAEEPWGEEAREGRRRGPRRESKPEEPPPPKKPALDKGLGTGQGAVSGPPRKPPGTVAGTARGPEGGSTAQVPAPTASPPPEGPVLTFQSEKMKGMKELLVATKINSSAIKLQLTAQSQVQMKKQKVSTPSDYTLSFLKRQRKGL
# NPC1 prom act = qHTS Assay for NPC1 Promoter Activators. actives 2.4% (n = 320,000). Huh7 NPC1 promoter luciferase reporter, 24 h. Potency, µM (doses to about 9.22 µM), for the others: at the top dose activation, actives largely listed as activators. AID 485313, 2010;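 note: potency is the fitted concentration of half-maximal effect; % of control where 0% means no effect; nearly all actives have a fitted effect of over 60% in size; reporter is driven by a mutant NPC1 promoter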
#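 Stably transfected Huh7 (NPC1 promoter→luciferase), 1500 cells/well in Opti-MEM + 10% FBS, 2 h settle, then compound 24 h at 37 °C. Luminescence after 10 min with Amplite reagent.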
# ELG1 genotoxic = qHTS screen for small molecules that induce genotoxicity in human embryonic kidney (HEK293T) cells expressing luciferase-tagged ELG1 | Potency, µM (titrated, usually from 46 µM), inactives show at the top dose activity change, positive = activation, actives largely listed as activators | actives 1.3% (n = 330,000) | HEK293T ELG1-luciferase reporter, luminescence, 16 h; note: potency is the fitted concentration of half-maximal effect; % of control where 0% means no effect; nearly all actives have a fitted effect of over 60% in size
#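 Genotoxic stress is detected as increased luminescence from luciferase-tagged ELG1 in HEK293T cells, measured with ONE-Glo after a 16 hr treatment at 37 °C.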
# VP16 counter = VP16 counterscreen qHTS for inhibitors of ROR gamma transcriptional activity; Drosophila S2 Gal4-VP16 UAS-luciferase, luminescence, 20 h; actives 3.5% (n = 310,000); AID 2546, 2010; Potency, µM (doses to about 53.6 µM), without a hit: at the top dose activity, negative = inhibition, usual class: inhibitors;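 note: Gal4-VP16 expression switched on by copper sulfate through the metallothionein promoter; potency is the fitted concentration of half-maximal effect; % is set by controls: 0 for no effect and ±100 for the full control effect; nearly all actives have a fitted effect of over 50% in size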
# PKM2 activator = qHTS Assay for Activators of Human Muscle isoform 2 Pyruvate Kinase | AID 1631, 2009 | Pyruvate kinase PKM (Homo sapiens), P14618 | purified PKM2, Kinase-Glo ATP luminescence, activation; response scale: 0% is enzyme alone, no compound | actives 0.34% (n = 260,000) | Potency, µM (doses to about 57.5 µM), for the others: at the highest dose activation, most hits filed as activators; note: potency is the fitted concentration of half-maximal effect; % is set by controls: 0 for no effect and ±100 for the full control effect; nearly all actives have a fitted effect of over 55% in size
#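 Kinase-Glo luminescence reports ATP generated from ADP (0.1 mM) and PEP (0.5 mM) by purified hPK-M2 after 1 h at room temperature, pH 7.2 imidazole buffer; intermediate enzyme activity allows detecting inhibitors and activators.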
# p53 reactivator = qHTS assay for re-activators of p53 using a Luc reporter. H1299 p53-A138V BP100-luciferase reporter, luminescence, 24 h. Potency, µM (titrated, usually from 92.2 µM), inactives show top-dose activity change, positive = activation, actives largely listed as activators. actives 0.063% (n = 320,000). AID 504706, 2011; note: potency is the fitted concentration of half-maximal effect; % of control where 0% means no effect; nearly all actives have a fitted effect of over 45% in size
#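 H1299 (p53-null), stable ts p53-A138V + BP100-Luc; 1000 cells/well, Opti-MEM/10% FBS; cpd 4 pt, 1:5; 24 h, 37 deg C, 5% CO2; detection reagent 10 min RT; luminescence.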
# Rab9 promoter act = qHTS Assay for Rab9 Promoter Activators; Huh7 Rab9 promoter-luciferase reporter, luminescence, 24 h; Potency, µM (series often up to 9.22 µM), for inactives: top-dose activation, negative = inhibition, usual class: activators; actives 2.8% (n = 320,000); AID 485297, 2010; note: potency is the fitted concentration of half-maximal effect; % of control where 0% means no effect; nearly all actives have a fitted effect of over 60% in size
#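 Using Huh7 cells stably transfected with Rab9 promoter–luciferase, compounds were incubated 24 h at 37 °C, 5% CO2; luciferase luminescence was read 10 min after reagent addition.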
# RORgamma inh = qHTS for inhibitors of ROR gamma transcriptional activity; Potency, µM (highest dose often 53.6 µM), inactives show at the top dose activity change, negative = inhibition, most hits filed as inhibitors; Nuclear receptor ROR-gamma (Mus musculus), P51450; Drosophila S2 Gal4-RORgamma UAS-luciferase reporter, 20 h; actives 5.4% (n = 310,000); note: potency is the fitted concentration of half-maximal effect; % is set by controls: 0 for no effect and ±100 for the full control effect; nearly all actives have a fitted effect of over 60% in size
# Target sequence (P51450 whole entry, looked up, the tested form may be a part): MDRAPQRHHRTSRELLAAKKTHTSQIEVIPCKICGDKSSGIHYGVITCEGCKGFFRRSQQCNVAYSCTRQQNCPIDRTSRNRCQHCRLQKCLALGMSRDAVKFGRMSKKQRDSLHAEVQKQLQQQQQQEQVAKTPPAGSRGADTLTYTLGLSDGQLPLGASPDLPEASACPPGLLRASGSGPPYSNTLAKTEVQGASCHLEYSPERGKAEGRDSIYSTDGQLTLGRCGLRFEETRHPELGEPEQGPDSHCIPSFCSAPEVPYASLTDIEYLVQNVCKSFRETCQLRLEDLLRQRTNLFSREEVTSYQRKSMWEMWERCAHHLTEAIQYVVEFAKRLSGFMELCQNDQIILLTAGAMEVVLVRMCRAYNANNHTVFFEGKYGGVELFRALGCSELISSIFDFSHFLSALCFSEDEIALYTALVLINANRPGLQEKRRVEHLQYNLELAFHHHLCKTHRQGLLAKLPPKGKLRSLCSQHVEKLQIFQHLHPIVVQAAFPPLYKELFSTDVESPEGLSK
#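 Schneider cells (Drosophila), stable Gal4 DBD–ROR gamma + UAS-luc; 1 hr cmpd preincubation; Cu2+ induction 700 uM final; 20 hr ambient; luminescence.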
# BRCA1 expr up = qHTS Assay to Identify Small Molecule Activators of BRCA1 Expression; MCF7-BRCA1-FFLuc reporter, luminescence, 48 h; response scale: scaled: vehicle 0%, 10 µM genistein 100%; Potency, µM (doses to about 46.1 µM), without a hit: at the highest dose activation, actives largely listed as activators; actives 1.1% (n = 380,000); AID 624202, 2012; note: potency is the fitted concentration of half-maximal effect; nearly all actives have a fitted effect of over 80% in size; some results filed as inactive show a strong effect at the top dose
#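 48 h compound treatment of MCF7-BRCA1-FFLuc cells (phenol-red free MEM, 37 °C), then 15 min with luciferase substrate and luminescence imaging.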
# Giardia killer = Small Molecules that selectively kill Giardia lamblia: qHTS; AID 540267, 2011; Giardia lamblia trophozoite viability; actives 0.15% (n = 340,000); activity change, % at 7.66 µM, hits read low; in the data active = activity change below about -80%; inconclusive = between about -30% and that limit;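 note: parasites exposed to compound for two days anaerobically before the ATP read; % is set by controls: 0 for no effect and ±100 for the full control effect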
#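 Viability, read as ATP luminescence: trophozoites at 100 cells/well, compound added, 48 hrs anaerobic at 37 deg C, then 15-30 min room-temperature development before reading.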
# FLuc modulator = qHTS profiling assay for firefly luciferase inhibitor/activator using purifed enzyme and Km concentrations of substrates (counterscreen for miR-21 project); Potency, µM (top dose mostly 57.5 µM), inactives show at the top dose activity change, negative = inhibition, actives largely listed as inhibitors; purified FLuc, Km substrates, luminescence inhibition; Luciferin 4-monooxygenase (Photinus pyralis), P08659; actives 6.9% (n = 360,000);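 note: potency is the fitted concentration of half-maximal effect; plate controls were vehicle for no effect and reference inhibitor for full effect; nearly all actives have a fitted effect of over 55% in size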
#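 Purified P. pyralis luciferase (10nM final) with 10uM D-luciferin and 10uM ATP (Km levels) in 50mM Tris acetate pH 7.5, 10mM Mg acetate, 0.01% Tween-20, 0.05% BSA; qHTS 6-point titration, ~60 µM downward; luminescence read.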
# The depositor's hits bear a star; ? = inconclusive; · = no result given; [ ] = remark or other dose. Unless noted, calls come from the whole dose curve; as a rule, active = well fitted curve in the direction sought with a large enough effect; inconclusive = small, poorly fitted or top-dose-only effect, or another doubt; inactive = no such curve, though single readings can be large; an effect the other way counts as inactive or inconclusive. Some of the compounds tested; rates above refer to the full screens.
SMILES,Menin MLL FP TR,NPC1 prom act,ELG1 genotoxic,VP16 counter,PKM2 activator,p53 reactivator,Rab9 promoter act,RORgamma inh,BRCA1 expr up,Giardia killer,FLuc modulator
COc1ccc(N(C(=O)c2snc(C(N)=O)c2N)C(CC(C)C)C(=O)NCC2CCCO2)cc1 (centres undefined),1%,-6%,4%,16%,-10%,-3%,-16%,17%,-8%,3,2%
CC(C)(C)NC(=O)C(c1ccncc1)N(C(=O)c1csnn1)c1cccc2ccccc12 (centres undefined),-15%,-10%,-18%,1%,-2%,11%,-2%,-2%,-13%,?,1%
COc1ccc(C(=O)NC23CC4CC(CC(C4)C2)C3)cc1OC,-9%,0%,6%,9%,?,?,4%,-17%[1.91 µM],-7%,-8,?
Cc1oc(-c2ccccc2)nc1C(=O)Nc1nccs1,19%,22%,?,-16%,0%,?,?,?,-45%,-4,?
O=C(CN(Cc1ccccc1)S(=O)(=O)c1ccc(Cl)cc1)NCC1CCCO1 (centres undefined),4%,-1%,-5%,-2%,·,-4%,-4%,-32%,-44%,-7,-2%
COc1ccc(CNc2nn[nH]n2)cc1OC,·,-2%,4%,7%,9%,1%,-5%,11%,2%,-15,4%
COc1ccc(/C=C/C(=O)NC(=S)N2CCN(c3ccccn3)CC2)cc1OC,-10%,-4%,-4%,11µM*,-1%,-1%,-3%,3.2µM*,-17%,0,24µM*
Clc1cccc(CN2CCN(Cc3nc(CCc4ccccc4)no3)CC2)c1,-28%,1%,-5%,4%,-19%,1%,-6%,19%,-22%,-6,-2%
Cc1ccc(-c2n[nH]c(=S)n2Cc2ccccc2)cc1,0%,1%,0%,6.3µM*,1%,1%,0%,2.8µM*,-19%,3,1%
CN(C(=O)c1cc(S(=O)(=O)N2CCc3ccccc32)cn1C)C1CCCCC1,-15%,-3%,-1%,-2%,-9%,12%,3%,?,-18%,-7,-2%
COc1ccccc1NC(=O)c1c(Nc2ccccc2F)sc(C(=O)Nc2cccc(Cl)c2)c1N,?,-2%,-9%,?,0%,17%,-8%,?,-61%,-6,5%
O=C1C(Cl)=C(N2CCCCCC2)C(=O)N1c1ccccc1Cl,0%,2%,-2%,0%,·,1%,-7%,2%,7%,9,-7%
Cc1cc(C(=O)Nc2nncs2)oc1C,-11%,15%,9%,21%,-1%,18%,2%,34%,0%,0,-20%
Cc1[nH]n(C(N)=S)c(=O)c1N=Nc1ccc(S(=O)(=O)N2CCCCCC2)cc1,?,7%,4%,2.5µM*,-3%,8%,3%,0.89µM*,-18%,0,5.4µM*
O=C(CSc1cccc[n+]1[O-])c1ccc(-c2ccccc2)cc1,13%,?,?,-19%,-3%,3%,?,?,?,13,19µM*
O=C(NNc1ccccc1[N+](=O)[O-])NC1CCCCC1,4%,-3%,0%,-2%,·,8%,0%,-74%,17%,5,-3%
CNc1ncc(C(=O)c2ccc(Cl)cc2)s1,5%,3.5µM*,?,2%,1%,6%,2.8µM*,2%,4.5µM*,15,11µM*
COc1cccc(-c2sc3ccc(OC)cc3c2C#CC2(O)CCCCC2)c1,·,1%,-2%,·,·,12%,-2%,·,-35%,2,-8%
CCCn1c(=N)n(CC(=O)c2ccc(Cl)cc2)c2ccccc21,?,13%,-13%,?,0%[11.5 µM],·,12%,?,0%,-5,1%
COc1cc(NC(=O)C2CC(=O)N(Cc3ccco3)C2)cc(OC)c1 (centres undefined),·,-3%,-3%,·,·,9%,0%,·,-3%,14,1%
COC(=O)c1c(NC(NC(=O)C(C)C)C(Cl)(Cl)Cl)sc2c1CCC2 (centres undefined),0%,-1%,-2%,-2%,1%,-26%,-10%,?,-41%,-6,-2%
COc1cc(OC)c(NC(=O)CCc2nc(-c3ccc(C)cc3)no2)cc1Cl,23%,7%,0%,-29%,7%,?,11%,?,29%,-13,21µM*
COc1ccc(C2(C(=O)N3CCOCC3)CCCC2)cc1,1%,-1%,-1%,-2%,0%,4%,6%,14%,-6%,-6,1%
O=C(Cc1ccccc1)NC1CCSc2ccccc21 (centres undefined),·,0%,1%,15%,-15%,2%,-1%,9%,-1%,11,-1%
CCCCOc1ccc(C2/C(=C(\O)c3ccc4c(c3)OCCO4)C(=O)C(=O)N2CCCN2CCOCC2)cc1 (centres undefined),3%,-2%,1%,-6%,2%,-2%,-1%,4%,1%,18,-3%
O=c1c2ccccc2nnn1COc1cccc(Cl)c1,6%,?,31%,0%,-1%,3%,-1%,?,?,-20,-51%
CC(c1ccncn1)N(C)Cc1nc(Cc2ccccc2F)no1 (centres undefined),-2%,0%,3%,3%,-5%,-1%,-4%,15%,7%,-7,-2%
COc1ccc(/C=C(/NC(=O)c2ccccc2)C(=O)N2CCOCC2)cc1OC,-26%,-1%,-3%,0%,·,0%,-4%,0%,1%,-13,5%
COc1cccc(-c2csc3nc[nH]c(=O)c23)c1,-23%,-2%,4%,-6%,28µM*,-24%,-1%,20%,0%,-26,-1%
O=C(CCN1C(=O)c2ccccc2C1=O)C1=NN[C@@H]2C(=O)N(c3ccc4c(c3)OCCO4)C(=O)[C@H]12,·,0%,4%,-11%,3%,0%,-7%,5%,-15%,-5,8%
CCOP(=O)(OCC)c1nc(/C=C/c2ccccc2)oc1NCc1ccc(OC)cc1,?,6%,-2%,-2%,-3%,-6%,-2%,?,-35%,1,-2%
COc1cccc(/C=N/Nc2nc(Nc3ccccc3)nc(-n3nc(C)cc3C)n2)c1O,?,-3%,-25%,2.5µM*,5%,14%,-39%[inhibitor],1.1µM*,-70%,18,6µM*
CN(C)C(CNc1ccc(C(F)(F)F)cn1)c1ccccc1 (centres undefined),2%,-4%,-10%,4%,1%,-4%,-3%,-40%,7%,1,-5%
Cc1cc(C)c(NC(=S)NCCCSC2CCCCC2)c(C)c1,?,-1%,-13%,?,-8%,6%,-12%,2µM*,-61%,2,-2%
Cc1ccc(C)c(NC(=O)COC(=O)c2ccc(S(=O)(=O)N3CCCCC3)cc2)c1,·,1%,3%,·,·,6%,10%,·,-35%,-22,1%
CN(Cc1ccc(F)cc1)C(=O)c1cc(COc2ccc(-n3cncn3)cc2)on1,·,-3%,-9%,-19%,4%,-4%,-7%,?,-33%,3,3%
COc1ccc(Cl)cc1NC(=O)c1ccccc1C,15%,-3%,2%,28%,3%,7%,-5%,-2%,-28%,4,-17%
CN(c1ccc(C(=O)N2CCN(c3ccc(F)cc3)CC2)cc1)S(C)(=O)=O,12%,-4%,2%,5%,-5%,-6%,-5%,-29%,-19%,37[activator],0%
COc1cc(NC(=O)c2ccc3c(c2)S(=O)(=O)N=C2CCCCCN23)cc(OC)c1,·,-2%,8%,·,·,-6%,-5%,·,-22%,-7,2%
COc1ccc(C(=O)N2CCN(c3cccc(Cl)c3)CC2)cc1S(=O)(=O)NC1CC1,·,1%,11%,·,·,?,28%,·,60%,25,?
CNc1nc2cc([N+](=O)[O-])c([N+](=O)[O-])cc2nc1NC,-3%,-18%,-1%,-23%,7%,8%,-27%,13%,-65%,-24,1%
C=C(Br)Cn1c(CCC)nc2ccccc21,-2%,-1%,-9%,-4%,-2%,1%,-1%,?,0%,2,-1%
COc1cc(C(=O)OCCCN=C2NS(=O)(=O)c3ccccc32)cc(OC)c1OC,10%,-4%,-1%,2%,-2%,0%,8%,-6%,-11%,11,2%
CCN1c2ccccc2-c2nc3ccccc3n2C1c1ccco1 (centres undefined),2%,0%,-6%,?,-7%,-15%,4%,16µM*,-38%,-10,3%
O=C(O)c1cccc(Nc2ccnc(Nc3cccc(C(=O)O)c3)n2)c1,-11%,?,?,-15%,·,0%,?,-6%,-61%,-14,6µM*
Cn1cc(CN2C[C@H]3CC[C@H]2C3)c(-c2ccccc2F)n1,-2%,-4%,0%,2%,-3%,1%,-16%,2%,-36%,-29,-2%
COCCCn1c(=NC(C)=O)c(C#N)cc2c(=O)n3cccc(C)c3nc21,·,0%,-3%,-2%,3%,-2%,-3%,-1%,-2%,-6,-1%

# Compound activity from PubChem.
